UPR CHOP act = activators of apoptotic CHOP UPR arm, primary screen, cell-based, CHO-CHOP luciferase reporter, luminescence, uHTS | activation, % at 10 µM | UPR activation; percent of tunicamycin response over DMSO baseline | AID 449763, 2010 | hit rate 0.34% among 330,000;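 active = at 10 µM dose, activation of 40% or more, normalized to positive control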;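 also: 100% = tunicamycin at 10 µg/mL and 0% = DMSO alone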
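assay system = CHO CHOP reporter cells | amount = 500 CHO-CHOP cells per well | buffer or medium = F12 with 10% FBS | incubation = 16-18 h cell attachment, then 6 h compound exposure, 37 °C | detection = luminescence read with Steady-Glo | read-out = percent activation relative to tunicamycin control | controls = tunicamycin high control, DMSO low control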
Mdm2-MdmX inh = inhibitors of human Mdm2-MdmX association, primary screen, cell-based, luminescence, split luciferase, SaOS-2, uHTS; SaOS-2 split-luciferase Mdm2/MdmX complementation; inhibition, % at 8 µM; hit rate 3% among 330,000; AID 485346, 2010;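 active = inhibition of at least 50% at 8 µM in the primary screen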
Target sequence (O15151 whole entry, looked up): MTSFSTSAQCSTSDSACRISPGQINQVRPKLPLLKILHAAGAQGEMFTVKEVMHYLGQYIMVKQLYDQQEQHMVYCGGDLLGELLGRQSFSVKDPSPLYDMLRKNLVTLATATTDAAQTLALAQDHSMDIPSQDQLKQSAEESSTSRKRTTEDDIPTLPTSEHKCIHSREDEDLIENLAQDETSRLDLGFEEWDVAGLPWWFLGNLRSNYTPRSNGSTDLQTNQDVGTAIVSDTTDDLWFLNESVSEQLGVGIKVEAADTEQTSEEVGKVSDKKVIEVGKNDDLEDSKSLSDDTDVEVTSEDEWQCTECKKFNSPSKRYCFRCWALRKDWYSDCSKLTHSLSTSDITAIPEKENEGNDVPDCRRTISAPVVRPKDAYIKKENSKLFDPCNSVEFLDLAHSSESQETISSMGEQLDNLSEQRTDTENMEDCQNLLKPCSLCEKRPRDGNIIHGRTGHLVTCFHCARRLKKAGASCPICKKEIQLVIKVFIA
Target sequence (Q00987 whole entry, looked up): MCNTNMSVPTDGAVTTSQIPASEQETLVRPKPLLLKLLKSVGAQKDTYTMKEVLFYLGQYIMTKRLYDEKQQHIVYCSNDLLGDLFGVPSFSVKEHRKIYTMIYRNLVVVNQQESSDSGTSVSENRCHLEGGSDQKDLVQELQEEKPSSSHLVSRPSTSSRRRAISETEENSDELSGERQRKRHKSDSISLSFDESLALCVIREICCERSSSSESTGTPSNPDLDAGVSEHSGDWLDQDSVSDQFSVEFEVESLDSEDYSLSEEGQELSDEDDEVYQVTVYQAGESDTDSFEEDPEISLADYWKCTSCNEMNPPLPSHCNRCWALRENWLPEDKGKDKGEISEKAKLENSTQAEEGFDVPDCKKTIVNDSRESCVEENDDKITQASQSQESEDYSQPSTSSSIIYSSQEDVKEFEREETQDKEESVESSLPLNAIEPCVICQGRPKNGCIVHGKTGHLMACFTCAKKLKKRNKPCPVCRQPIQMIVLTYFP
tim10-1 inh = growth inhibitors of tim10-1 mutant yeast, primary screen, luminescence, uHTS; S. cerevisiae tim10-1 ts strain growth, BacTiter-Glo, 24 h; inhibition, % at 20 µM; hit rate 2.2% among 330,000; AID 463190, 2010;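 active = inhibition of at least 40%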;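 also: mutant grown at 25 °C; 0% = DMSO wells with yeast and 100% = wells holding no yeast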
NLRP3 yeast inh = NALP3 inflammasome inhibitors in reconstituted yeast, primary screen, luminescence, uHTS | inhibition, % at 10 µM | AID 2825, 2010 | hit rate 0.39% among 330,000 | Yeast reconstituted NLRP3/ASC/caspase-1, beta-gal luminescence, 24 h;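 active = inhibition of 50% or more; inactive = inhibition below 50%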;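 also: plate controls were induced DMSO wells for no effect and uninduced yeast grown without galactose for full effect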
TIM10 inh = growth inhibitors of isogenic TIM10 control yeast, primary screen, counter-screen for tim10-1 yeast inhibitor project, luminescence, uHTS; S. cerevisiae TIM10 strain growth, BacTiter-Glo luminescence, 24 h; inhibition, % at 10 µM; hit rate 1.4% among 330,000;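 active = inhibition of 40% or more at the single tested concentration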;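 also: wild-type TIM10 isogenic control strain grown at permissive 25 °C; 0% = DMSO yeast wells and 100% = minimal medium wells without yeast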
GRIN3A LBD mod = binders of NR3A ligand-binding domain, primary screen, biophysical, differential scanning fluorimetry, uHTS. Glutamate receptor ionotropic, NMDA 3A (GRIN3A) ligand-binding domain. NR3A LBD differential scanning fluorimetry, Tm shift; 0% = protein alone, 100% = glycine-bound protein. Tm shift relative to glycine control, % at 25 µM. hit rate 2.5% among 340,000. AID 1259313, 2017;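 active = melting temperature shift of at least 10% of the positive control shift, at one fixed dose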
UPR XBP1 act = activators of adaptive XBP1 UPR arm, primary screen, cell-based, CHO-XBP1 luciferase reporter, luminescence, uHTS | IRE1-XBP1 UPR activation; percent of tunicamycin response, DMSO as zero | activation, % at 20 µM | hit rate 0.33% among 330,000;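 active = versus positive control, 20 µM dose yields 30% or more activation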;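 also: 100% = tunicamycin at 10 µg/mL and 0% = DMSO only wells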
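incubation = overnight seeding at 37 °C, 6 h compound treatment at 37 °C | assay system = CHO-XBP1 cells stably carrying IRE1-XBP1-driven luciferase reporter | input = 1000 cells per well | detection = luciferase luminescence | dosing = single point, 20 µM final compound, 1% DMSO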
tim23-1 inh = growth inhibitors of tim23-1 mutant yeast, primary screen, luminescence, uHTS | inhibition, % at 20 µM | AID 463212, 2010 | S. cerevisiae tim23-1 growth, BacTiter-Glo luminescence, 24 h | hit rate 1.3% among 330,000;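 active = growth inhibition of the mutant yeast at or above 50%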;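 also: temperature-sensitive mutant grown at 25 °C; plate controls were DMSO-treated mutant yeast for no effect and medium wells lacking yeast for full effect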
APJ ag = agonists of human apelin receptor APJ, primary screen, CHO-K1 cells, PathHunter beta-arrestin, luminescence; activation, % at 20 µM; hit rate 0.11% among 330,000; P35414; AID 2520, 2010; 0% DMSO wells, 100% apelin;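 active = activation more than six SD over the plate average, tested at 20 µM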;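 also: 0% = DMSO alone and 100% = apelin-13 at 10 nM; some results filed as inactive read as strong as hits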
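Material: CHO-K1 APJ beta-arrestin complementation cell line; Input: cell density 1000 per well; Incubation: compound stimulation 90 min at 25 °C, detection 60 min; Signal: luminescence from split beta-galactosidase complementation, Galacton Star/Emerald II substrate; Controls: DMSO-only wells as negative, 10 nM Apelin-13 as positive control.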
The depositor's hits bear a star; . = no result given. Rows are unselected. Share with any hit: about 8.2%.

Below each compound – UPR CHOP act	Mdm2-MdmX inh	tim10-1 inh	NLRP3 yeast inh	TIM10 inh	GRIN3A LBD mod	UPR XBP1 act	tim23-1 inh	APJ ag
> c1ccc2c(c1)CC1(CCCC1)N=C2N1CCOCC1
  0.0	-17	0	5	-3	1	1	14	-3
> Fc1cccc(CSc2nnc3ccc(-c4ccncc4)nn23)c1
  -1.1	30	16	1	-6	-1	3	-3	-1
> Cc1cc(=S)cc(C)n1CCO
  -2.5	23	3	-14	-15	1	-2	4	-2
> CC(CNS(=O)(=O)c1ccccc1)(c1ccccc1)N1CCOCC1 (centres undefined)
  0.8	8	21	13	14	-1	-1	12	-3
> COc1ccccc1/C=C/CN1CC(C)OC(C)C1 (centres undefined)
  -0.5	18	-1	14	-11	1	-2	10	-2
> Cc1ccc(-c2noc(C3CCCN(C(=O)c4ccccc4Br)C3)n2)cc1 (centres undefined)
  -0.1	-11	10	0	-3	0	-2	29	0
> CC(OC(=O)c1cc2ccccc2[nH]1)C(=O)N(C)c1ccccc1 (centres undefined)
  2.4	12	0	0	18	-1	0	39	-2
> COc1cccc2c1OC[C@@H](CO)[C@H]2N(C)C(=O)Nc1ccc(Cl)cc1Cl
  0.8	-15	32	0	25	2	-2	20	0
> CN(CC(=O)O/N=C(\N)c1ccc([N+](=O)[O-])cc1)S(=O)(=O)c1ccc2ccccc2c1
  -1.4	10	45*	8	34	1	-1	34	4
> Cc1cc(C(=O)N2CCCC(C(=O)c3ccc4ccccc4c3)C2)n(C)n1 (centres undefined)
  -1.2	23	17	-10	-1	-1	2	14	2
> CC1(N(O)C=C2C=CC(=O)C=C2)CCCCC1=O (centres undefined)
  -0.4	-37	18	-4	20	2	-2	12	-3
> CN(C(=O)CCc1nnc(CCCCc2ccccc2)o1)C1CCOCC1
  -0.9	5	22	7	10	0	-2	13	-1
> COc1cc(CN(C2CCCCC2)S(=O)(=O)c2ccc(S(=O)(=O)N(C)C3CCCCC3)cc2)cc(OC)c1OC
  -0.3	27	21	11	-3	-1	-1	13	-4
> CCC(C)N(C(=O)c1csnn1)C(C(=O)NCc1ccc(F)cc1)c1ccco1 (centres undefined)
  1.7	12	6	12	2	1	1	7	3
> O=C(O)COc1ccccc1/C=N/NC(=O)c1cccc(S(=O)(=O)N2CCOCC2)c1
  0.6	-2	7	1	-14	0	-2	2	-2
> CCN(CC)CCNC(=O)c1cc2c(-c3cccc(OC)c3)nn(C)c2s1
  -1.4	-21	9	5	-6	4	1	6	-2
> Cc1cccc(C(=O)N[C@H](C(=O)Nc2cc(S(=O)(=O)N3CCCCC3)ccc2C)C(C)C)c1
  1.6	24	22	4	4	0	-4	7	-2
> O=C(CSc1ccc2c(c1)OCCO2)NC(=O)NC1CCCC1
  0.0	23	18	20	17	1	2	12	-2
> CN(CC(=O)Nc1cccc(F)c1)C(=O)c1ccc(COc2ccccc2)cc1
  1.6	11	16	19	-1	4	-2	9	3
> Cc1cc(NC(=O)c2ccc(Cl)cc2)ccc1NC(=O)c1ccccc1Cl
  3.9	18	-3	23	-12	1	0	-2	1
> O=C(NCc1ccco1)C1CCN(C(=O)c2cc3sccc3n2Cc2ccc(Cl)cc2)CC1
  10	31	7	3	23	1	-2	30	-4
> Cc1ccc(CNC(=O)CCC2CCCN(C(=O)c3ccc4c(c3)OCO4)C2)o1 (centres undefined)
  4.6	-20	11	-5	-8	1	0	4	4
> Nc1nc(CN2CCN(c3ccccc3F)CC2)nc(Nc2ccc3c(c2)OCCO3)n1
  -1.8	-30	16	4	5	-1	0	28	-4
> Cc1ccccc1-n1nnnc1SCC(=O)c1c(N)n(C)c(=O)n(C)c1=O
  2.2	-1	4	7	-6	-2	0	-6	-3
> COc1ccc(S(=O)(=O)N2CCC(NC(=O)c3cccnc3)CC2)cc1
  -2.6	4	16	2	-5	0	0	10	-2
> [2H]C([2H])(CCOS(N)(=O)=O)c1ccccc1
  -0.9	21	10	3	2	-1	-2	-2	0
> COc1ccc(OC)c(/C=C/C(=O)N2CCN(S(=O)(=O)c3cc(C)ccc3C)CC2)c1
  2.2	39	15	30	12	-4	-3	29	1
> CC(/C=N/NC(=O)Cn1cnc2c1c(=O)n(C)c(=O)n2C)=C\c1ccccc1
  -0.1	3	8	9	2	0	-2	12	2
> COCCn1c(SCc2nc3scc(-c4ccc(Cl)cc4)c3c(=O)[nH]2)nnc1-c1cccc(C)c1
  -0.3	20	13	6	18	0	-2	29	-4
> CC(C)(C)NC(=O)C(=O)NNC(=O)c1cccc(F)c1
  1.2	-21	12	11	4	0	-2	-4	-3

Continuation:
Below each compound – UPR CHOP act	Mdm2-MdmX inh	tim10-1 inh	NLRP3 yeast inh	TIM10 inh	GRIN3A LBD mod	UPR XBP1 act	tim23-1 inh	APJ ag
> Nn1c(Cc2ccccc2F)nnc1SCC(=O)Nc1cccc(S(=O)(=O)NC2=NCCCCC2)c1
  -0.7	1	10	-11	-3	0	-2	1	-5
> COc1ccc(/C=C2\CCC(C3CCCC3)C2=O)c(OC)c1OC (centres undefined)
  2.3	-15	-6	25	27	-2	5	7	-2
> CCOC(=O)c1ccc2c(c1)N(CC(=O)N1CCCCC1)C(=O)C(C)(C)O2
  -1.5	20	17	-6	10	0	1	10	-4
> CCN(CC)CCCNC(=O)c1cc(-c2ccccc2)c(N2CCCCC2)s1
  -0.4	76*	22	1	18	-4	10	6	-1
> Cc1ccc(NC(=O)CN(C)C(=O)c2ccc(Cl)c([N+](=O)[O-])c2)cc1
  2.5	4	-10	19	-55	0	-2	-10	2
> O=C(c1ccco1)[C@@H]1[C@@H]2C(=O)N(c3ccccc3)C(=O)[C@@H]2C2c3ccccc3C=CN21 (some centres undefined)
  0.2	-11	10	13	11	1	-2	9	-2
> Cn1nccc1C(=O)Nc1ccc(Cl)cc1
  3.5	-4	-3	4	0	3	6	-6	-5
> CCOc1ccc(C(O)(c2ccccc2OC)C(CN2CCCC2)c2ccccc2)cc1 (centres undefined)
  2.1	30	18	7	1	2	-3	12	-5
> CCC(=NCc1ccco1)c1c(C(F)(F)F)[nH]n(-c2nc3ccccc3s2)c1=O
  2.2	8	65*	19	44*	-9	0	19	-3
> CCOc1c(C(N)=O)c(-c2ccccc2)c2c(=O)[nH]c3ccccc3n12
  -0.3	19	14	12	5	2	4	-4	-8
> COc1c(Cl)cc(Cl)cc1CNCCNCC(C)O (centres undefined)
  1.0	4	6	2	2	-1	-1	-16	-4
> COc1ccc(N(CC(=O)NCC2CCCO2)C(=O)CCC(=O)Nc2cc(C)on2)cc1OC (centres undefined)
  -0.5	20	6	22	5	-2	-1	-8	-4
> Cc1nn(C(C)C(=O)NCC2CCCO2)c(=O)c2cc3occc3n12 (centres undefined)
  -2.3	16	1	-3	7	2	0	8	0
> O=C(c1ccc(-n2cccn2)cc1)N1CCc2c([nH]c3ccccc23)C1c1ccccn1 (centres undefined)
  0.8	-25	16	-9	21	-2	1	41	1
> CC(NC(=O)Cc1cccs1)C(c1cccs1)N1CCN(c2ccccc2)CC1 (centres undefined)
  -0.6	-11	33	-1	33	0	-3	37	-2
> Cn1c(=O)c(-c2cccc(Cl)c2)c(O)c2ccccc21
  0.0	11	-15	-33	-21	1	1	-16	3
> O=C(Cn1cnc2sc(-c3ccccc3)cc2c1=O)NCCc1ccccc1
  -1.2	93*	15	-12	-17	-3	0	-22	-2
> O=C(COC(=O)COc1ccccc1)NCc1ccccc1
  2.0	-2	20	-1	6	-2	-4	13	-1
> O=C1CSC(c2ccc(Cl)cc2)N1C1CCCCC1 (centres undefined)
  -1.3	4	25	9	19	-5	2	33	0
> OC(CNc1nc(-c2cccnc2)nc2ccccc12)c1ccccc1 (centres undefined)
  4.5	29	-17	10	23	-3	4	25	2
> Cc1ccnc2c(N3C(=O)C4C5C=CC(C5)C4(C)C3=O)cccc12 (centres undefined)
  -1.8	20	-6	7	7	2	0	11	-3
> Cc1ccc(-c2cnc(-c3ccccc3C(=O)O)o2)cc1
  6.2	4	11	9	-17	-2	0	23	-1
> O=C(Cc1cccs1)N[C@@H]1c2ccccc2CC[C@H]1OCc1ccccc1
  2.2	2	19	.	-14	1	-1	30	.
